MrgX1 PAM – allosterically activates human MrgX1 receptor signaling | actives 0.63% (n = 310,000) | MrgX1-HEK293, Fluo-4 calcium flux, FDSS; stronger effect = higher value | B-score at 10 µM;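 active means plate-corrected calcium response at least 3 library SD above typical, normal starting fluorescence, not activating the receptor alone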;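 further: compound read alongside a low EC10 to EC30 dose of BAM8-22 agonist; peak minus trough fluorescence over baseline measured at the second addition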
MrgX1 ag – agonists of human MrgX1 receptor. Q96LB2. MrgX1-HEK293 cells, Fluo-4 calcium fluorescence, agonist mode; stronger effect = higher value. B-score at 10 µM. actives 0.44% (n = 310,000). AID 588627;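 active means calcium response B-score plate-corrected fluorescence ratio at least 3 library SD, with starting fluorescence B-score inside 5 SD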
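Material: HEK293 cells stably expressing human MrgX1 receptor | Quantity: 15,000 cells per well | Times: Cells plated overnight, dye loaded 0.5 h 37 °C, 0.5 h room temperature | Measured by: Kinetic Fluo-4 NW fluorescence of intracellular calcium | Control set: Positive and negative controls per plate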
KCNK3 inh – human KCNK3 channel inhibition, primary screen | actives 0.84% (n = 340,000) | CHO-KCNK3 thallium flux, FluxOR fluorescence; stronger effect = lower value | B-score at 10 µM | O14649;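 active means B-score under library mean minus 4 SD, starting fluorescence ratio at most library mean plus 5 SD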;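 further: more negative B-score means stronger inhibition of thallium flux through KCNK3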
ANO1 activ – mouse TMEM16A channel activation, primary screen; actives 0.3% (n = 340,000); AID 623877; HEK293 TMEM16A/YFP-H148Q/I152L, iodide quench fluorescence; stronger effect = lower value; B-score at 10 µM;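 active means fluorescence-ratio B-score plate-corrected deviation score at least 3 library SD below zero, with starting fluorescence score within 5 deviations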;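 further: channel opened by trigger with iodide after compound preincubation; score built on the fluorescence ratio of max minus min over baseline; more negative score means more quench and so TMEM16A activation or potentiation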
Target sequence (Q8BHY3 whole entry, looked up): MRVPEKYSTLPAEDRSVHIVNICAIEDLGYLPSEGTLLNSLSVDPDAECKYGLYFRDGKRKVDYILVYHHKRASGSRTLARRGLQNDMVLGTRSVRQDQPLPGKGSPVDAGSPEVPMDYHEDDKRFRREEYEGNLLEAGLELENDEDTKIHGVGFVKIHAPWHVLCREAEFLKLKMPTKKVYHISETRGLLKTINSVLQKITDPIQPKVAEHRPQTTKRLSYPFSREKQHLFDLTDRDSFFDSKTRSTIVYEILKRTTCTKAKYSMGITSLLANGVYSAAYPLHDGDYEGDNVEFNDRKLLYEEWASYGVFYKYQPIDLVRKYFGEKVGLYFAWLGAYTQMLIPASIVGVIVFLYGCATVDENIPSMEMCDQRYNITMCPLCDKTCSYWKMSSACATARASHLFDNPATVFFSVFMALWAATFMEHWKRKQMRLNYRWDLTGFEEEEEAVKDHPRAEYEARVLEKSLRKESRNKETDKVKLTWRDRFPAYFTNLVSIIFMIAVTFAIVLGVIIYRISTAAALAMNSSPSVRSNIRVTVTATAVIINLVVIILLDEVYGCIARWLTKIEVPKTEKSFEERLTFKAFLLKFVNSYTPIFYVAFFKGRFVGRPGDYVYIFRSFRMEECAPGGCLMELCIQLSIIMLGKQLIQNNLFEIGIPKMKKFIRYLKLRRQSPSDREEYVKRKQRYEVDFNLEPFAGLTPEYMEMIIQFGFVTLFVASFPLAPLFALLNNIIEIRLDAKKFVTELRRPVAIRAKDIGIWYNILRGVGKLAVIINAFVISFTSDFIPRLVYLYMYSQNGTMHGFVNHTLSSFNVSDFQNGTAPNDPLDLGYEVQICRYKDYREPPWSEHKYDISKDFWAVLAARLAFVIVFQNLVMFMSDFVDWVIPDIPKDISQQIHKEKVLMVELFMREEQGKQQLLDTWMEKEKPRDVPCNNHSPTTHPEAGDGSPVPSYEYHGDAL
KCNQ1 block – blocks the human KCNQ1 potassium channel; P51787; CHO-K1 KCNQ1, FluxOR thallium flux fluorescence; stronger effect = higher value; B-score at 10 µM; actives 1.3% (n = 310,000); AID 2642;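 active means compounds whose thallium flux B-score, printed positive for inhibition, exceeds three library SD while starting fluorescence stays within three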;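 further: channel opened by potassium depolarization with thallium stimulus after 20 min compound exposure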
ANO1 block – inhibitors of mouse TMEM16A calcium-activated chloride channel | Q8BHY3 | HEK293 TMEM16A/YFP iodide influx fluorescence, ionomycin | normalized B-score (activity score, 25-100; higher = stronger inhibition) at 10 µM | actives 1.2% (n = 310,000);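 active means ratio plate-corrected score three or more library SD toward inhibition, starting fluorescence score within five deviations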;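 further: score derived from kinetic fluorescence span divided by baseline fluorescence per well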
KCNQ1 pot – potentiates or activates the human KCNQ1 potassium channel; P51787; CHO-K1 KCNQ1, thallium flux FluxOR fluorescence; stronger effect = higher value; B-score at 10 µM; actives 0.35% (n = 310,000); AID 2648;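 active means fluorescence ratio B-score, a plate-corrected score, at least three library SD, with initial intensity B-score within 5 SD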
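Medium – assay buffer, equal DMSO in all wells · Material – CHO-K1 cell line with stable KCNQ1 potassium channel expression · Signal – kinetic FluxOR thallium fluorescence, 10-s 1-Hz baseline, 110-s post-stimulus read · Compound – single concentration per compound, DMSO matched to controls · Schedule – 37 °C overnight plating, 90-min dark dye load, 20-min compound pretreatment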
RGS4 act – potentiators or activators of RGS4; HEK293 M3R/inducible RGS4, carbachol calcium flux Fluo4; stronger effect = lower value; actives 0.92% (n = 310,000); B-score at 10 µM;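 active means B-score of the integrated calcium signal more than 4 SD below the library mean, with starting fluorescence not abnormally high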;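 further: negative B-score means reduced calcium response which marks RGS4 activation or potentiation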
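test system = M3R-expressing HEK293 line, RGS4 induced by doxycycline | probe or stimulus = carbachol at ECmax as muscarinic agonist stimulus | timing = dye loading 30 min 37 °C, buffer rest 30 min RT | signal = calcium dye Fluo4 fluorescence | evaluation = B score from integrated fluorescence ratio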
RGS4 inh – human RGS4 inhibition; P49798; HEK293 M3R/RGS4 inducible, Fluo-4 calcium flux; stronger effect = higher value; triggered by carbachol at its EC20; B-score at 10 µM; actives 0.45% (n = 310,000); AID 463165;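 active means B-score, a plate-corrected calcium signal, over three deviations above library mean, with baseline fluorescence within five deviations of library mean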;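 further: RGS4 expression induced by doxycycline in cells with stable M3 receptor; B-score is computed from the integrated fluorescence ratio over baseline after carbachol; higher B-score means a larger calcium signal and so more RGS4 inhibition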
KCNK9 inh – blocks the human KCNK9 two-pore domain potassium channel | HEK293 KCNK9, FluxOR thallium flux fluorescence; stronger effect = lower value | B-score at 10 µM | actives 1.2% (n = 310,000) | AID 488922;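 active means ratio B-score over 3 SD below the library mean, with starting fluorescence within 5 SD of its mean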;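 further: negative B-score means less thallium flux so channel inhibition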
hERG protect – compounds protecting human hERG from proarrhythmic drug block; Q12809; CHO-hERG, FluxOR thallium flux, dofetilide IC70 present; activation (rescue from dofetilide block), less the hit threshold, % at 10 µM; actives 0.51% (n = 310,000); AID 1511;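 active means activation above the mean of controls blocked by dofetilide plus 5 SD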;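 further: thallium influx through hERG after potassium depolarization seen as dye fluorescence rise; in these data hits start at about 4.7%; inactives centre near -7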
* hit, by the source's call; i = inactive; . = not tested or not shown.

SMILES | MrgX1 PAM | MrgX1 ag | KCNK3 inh | ANO1 activ | KCNQ1 block | ANO1 block | KCNQ1 pot | RGS4 act | RGS4 inh | KCNK9 inh | hERG protect
CCOc1ccc(CN2CCN(Cc3cnc(-c4ccccc4)s3)CC2CCO)cc1 (centres undefined) | i | i | i | i | i | i | i | i | i | i | -14
O=C(OC(C(=O)NCC1CCCO1)c1ccccn1)c1cccs1 (centres undefined) | i | i | i | i | i | i | i | i | i | i | 0
O=C(c1ccco1)N1CCCC(Nc2ccc3c(c2)OCCO3)C1 (centres undefined) | i | i | i | i | i | i | i | i | i | i | 0
O=C(CCN1CCN(c2ccccc2F)CC1)Nc1cccc(F)c1 | i | i | i | i | i | i | i | i | i | i | -10
Cc1ncc([N+](=O)[O-])n1CCOC(=O)C12CC3CC(CC(C3)C1)C2 | i | i | i | i | i | i | i | i | i | i | -12
CCOc1ccc2nc(NC(=O)c3ccccn3)sc2c1 | i | i | i | i | i | i | i | i | i | i | -7
CCc1ccc(NC(=O)CSc2nc(=O)n(CCCN3CCOCC3)c3c2CCC3)cc1 | i | i | i | i | i | i | i | i | i | i | -11
CC1CN(Cc2nc3c(c(=O)n(C)c(=O)n3C)n2Cc2ccccc2)CC(C)O1 (centres undefined) | i | i | i | i | i | i | i | i | i | i | -5
O=C(CSc1nc(N2CCOCC2)nc(N2CCOCC2)n1)Nc1ccccc1F | i | i | i | i | i | i | i | i | i | i | -7
O=C1/C(=C/c2ccccc2)CCC1C1CCCC1 (centres undefined) | i | i | i | i | i | i | i | i | i | i | -10
COc1ccc(F)cc1C(=O)C1CCCN(C(=O)c2ccc(C(C)=O)s2)C1 (centres undefined) | i | i | i | i | i | i | i | i | i | i | -4
O=C(NCc1ccccn1)c1ccc(Br)s1 | i | i | i | i | i | i | i | i | i | i | -5
CCOC(=O)N1CCN(c2cc(=O)n(-c3ccccc3Cl)c(=O)[nH]2)CC1 | i | i | i | i | i | i | i | i | i | i | -11
CC(Sc1nnc(-c2ccncc2)n1C)C(=O)NCC1CCCO1 (centres undefined) | i | i | i | i | i | i | i | i | i | i | -5
Cc1ccc2nc3c(cc(C(=O)NC4CCCC4)c(=N)n3CCCn3ccnc3)c(=O)n2c1 | i | i | . | . | i | i | i | i | i | i | -26
CC(=O)Nc1cccc(-c2nnc(SCC(=O)n3c4c(c5ccccc53)CCCC4)n2C)c1 | i | i | i | i | i | i | i | i | i | i | -10
COC(=O)c1c(-c2cccc(C)c2)csc1N | i | i | i | i | i | i | i | i | i | i | -7
Cc1c(C(=O)OCC(=O)N(C)C2CCS(=O)(=O)C2)oc2ccc(Br)cc12 (centres undefined) | i | i | i | i | i | i | i | i | i | i | -10
CCC1(C)Cc2nc3sc(C(=O)O)c(N)c3cc2CO1 (centres undefined) | i | i | i | i | i | i | i | i | i | i | -12
Cc1ccc(Cn2ccc(NC(=O)c3cc(C4CC4)on3)n2)cc1 | i | i | i | i | i | i | i | i | i | i | -3
O=C1CC(c2ccccc2)CC(O)=C1C=NCc1ccc(Cl)c(Cl)c1 (centres undefined) | i | i | i | i | i | i | i | i | i | i | -10
Cn1cccc1/C=C1/SC(=O)N(CC(=O)N2CCCC2)C1=O | i | i | i | i | i | i | i | i | i | i | -15
CCOc1cc(N2CCOCC2)c(OCC)cc1NC(=O)c1ccc(C)cc1 | i | i | i | i | i | i | i | i | i | i | -10
CCOCCCN1C(=O)C(O)=C(C(C)=O)C1c1cccs1 (centres undefined) | i | i | i | i | i | i | i | i | i | i | -6
CCOC(=O)c1oc2ccccc2c1NC(=O)CCl | i | i | i | i | i | i | i | i | i | i | -12
Cc1ccc2c(c1)=C(c1sc(N(C)c3ccc(O)cc3)nc1O)C(=O)N=2 | i | i | i | i | i | i | i | i | i | i | -6
COc1cccc(/C=N/Nc2ncnc(Cl)c2N)c1O | i | i | i | i | i | i | i | i | i | i | 0
COc1ccc(CN(C)CC(=O)NC(=O)NCc2ccccc2)cc1OC | i | i | i | i | i | i | i | i | i | i | -5
COC(=O)c1cc(OC)c(OC)cc1N1C(=O)CCCC1=O | i | i | i | i | i | i | i | i | i | i | -4
CC(C)c1nnc(NC(=O)COC(=O)/C=C/c2ccc([N+](=O)[O-])cc2)s1 | i | i | i | i | i | i | i | i | i | i | -7
CCn1c(SCC(=O)C(C)(C)C)nnc1-c1ccccc1OC | i | i | i | i | i | i | i | i | i | i | 0
O=C(O)Cc1ccc(NC(=O)Nc2cccc3ccccc23)cc1 | i | i | i | i | i | i | i | i | i | i | -5
CCc1ccc[n+](-c2nc([O-])sc2C=O)c1 | i | i | i | i | i | i | i | i | i | i | -8
Cc1ccc([N+](=O)[O-])c(C(=O)Nc2cccnc2Cl)c1 | i | i | i | i | i | i | i | i | i | i | -6
CC1SC(=NC(=O)C(C)N2C(=O)c3ccccc3C2=O)NC1=O (centres undefined) | i | i | i | i | i | i | i | i | i | i | -2
COc1cc(S(=O)(=O)N2CCOCC2)ccc1NC(=O)COC(=O)c1ccccn1 | i | i | i | i | i | i | i | i | i | i | -4
Cc1ccc(N(CC(=O)NCC2CCCO2)C(=O)CCC(=O)Nc2nccs2)cc1 (centres undefined) | i | i | i | i | i | i | i | i | i | i | -1
S=C(NC1CCCC1)N1CCOCC1 | i | i | i | i | i | i | i | i | i | i | -6
COc1ccccc1Oc1ccc(N/C=C/C(=O)C(C)(C)C)cc1 | i | i | i | i | i | i | i | i | i | i | -10
CC(=O)Oc1ccc(C(=O)Nc2ccccc2C(=O)Nc2cccc(C(=O)O)c2)cc1 | 10* | i | i | i | i | i | i | i | i | i | -1
Cc1cc(C(=O)COc2cccc3cccnc23)c(C)n1C | i | i | i | i | i | i | i | i | i | i | -7
CCC(=O)Nc1ccc(-c2nnc(SCC(=O)N3CCCCC3)n2C)cc1 | i | i | i | i | i | i | i | i | i | i | -12
O=C(Nc1ccc2c(c1)OCO2)c1cnn2c1NC(c1ccco1)CC2C(F)(F)F (centres undefined) | i | i | i | i | i | i | i | i | i | i | -9
O=C(O)c1ccc(-n2[nH]c3c(c2=O)CCCC3)cc1 | i | i | i | i | i | i | i | i | i | i | -3
CC(=O)C1=C(C)NC(=O)NC1c1ccc(Cl)cc1 (centres undefined) | i | i | i | i | i | i | i | i | i | i | -2
N#Cc1ccccc1Cn1c(=O)n(CCCC(=O)NCc2ccc3c(c2)OCO3)c(=O)c2ccccc21 | i | i | i | i | i | i | i | i | i | i | -1
CC1CCCN(CCOc2ccc(Br)cc2)C1 (centres undefined) | i | i | i | i | i | i | i | i | i | i | -2
COc1ccc(OC)c(NC(=O)COC(=O)CN(C)S(=O)(=O)c2ccc(C)cc2)c1 | i | i | i | i | i | i | i | i | i | i | -6
Cc1ccc(-c2nnn(CC(=O)N(Cc3cccs3)C(C(=O)NC3CCCCC3)c3ccco3)n2)o1 (centres undefined) | i | i | i | i | i | i | i | i | i | i | -13
COc1ccc(N(Cc2cc3ccc(C)cc3[nH]c2=O)C(C)=O)cc1 | i | i | i | i | i | i | i | i | i | i | -2
Cc1cc(-c2ccccc2)n2nc(N)nc2n1 | i | i | i | i | i | i | i | i | i | i | -2
O=C(CCC1N=C2c3ccccc3N=C(SCc3ccc(Cl)cc3)N2C1=O)NCc1ccco1 (centres undefined) | i | i | i | i | i | i | i | i | i | -7.8* | -17
Cc1ccc(C(=O)Nc2ccc3c(c2)OCCO3)cc1 | i | i | i | i | i | i | i | i | i | i | -4
COc1ccccc1NC(=S)NCCSc1ccc(Cl)cc1 | i | i | i | i | i | i | i | i | i | i | -6
Cc1ccc(CN(C)C(=O)C2CCC(=O)N(CC3CCCCC3)C2)o1 (centres undefined) | i | i | i | i | i | i | i | i | i | i | -5
Cc1ccc2cccc(NC(=O)c3ccc(Br)o3)c2n1 | i | i | i | i | i | i | i | i | i | i | -10
COc1ccc(Nc2nc(C(C)(C)C)nc3c2nnn3Cc2ccccc2Cl)cc1OC | i | i | i | i | i | i | i | i | i | i | -4
COC(=O)C1=C(C)N(c2ccc(Cl)c(Cl)c2)C(=O)C1 | i | i | i | i | i | i | i | i | i | i | -10
CC(C)c1nnc(NC(=O)CSc2ncn[nH]2)s1 | i | i | i | i | i | i | i | i | i | i | -7
CCn1c2ccccc2c2cc(NC(=O)c3cc(C)on3)ccc21 | i | i | -10* | i | i | i | i | i | i | i | -8
Further results:
SMILES | MrgX1 PAM | MrgX1 ag | KCNK3 inh | ANO1 activ | KCNQ1 block | ANO1 block | KCNQ1 pot | RGS4 act | RGS4 inh | KCNK9 inh | hERG protect
O=c1cc(-c2ccccc2)[nH]c2cc(Cl)ccc12 | i | i | i | i | i | i | i | i | i | i | -4
COc1ccc(-c2cccc(C(=O)Nc3ccccc3C)c2)cc1 | i | i | i | i | i | i | i | i | i | i | -7
CCCCn1nc2cc(C(=O)NCC34CC5CC(CC(C5)C3)C4)ccc2c1OCC | i | i | i | i | i | i | i | i | i | i | -7
CCCN1C2CCCC1CC(NC(=O)Nc1ccc(C(C)C)cc1)C2 (centres undefined) | i | i | i | i | i | i | i | i | i | i | -11
COC(=O)C1=C(NC(=O)C(C)(C)C)CCS1 | i | i | i | i | i | i | i | i | i | i | -7
CC(C)n1c(SCC(N)=O)nc2c1c(=O)n(C)c(=O)n2C | i | i | i | i | i | i | i | i | i | i | -4

Among those listed so far, these contain fluorine.
SMILES | MrgX1 PAM | MrgX1 ag | KCNK3 inh | ANO1 activ | KCNQ1 block | ANO1 block | KCNQ1 pot | RGS4 act | RGS4 inh | KCNK9 inh | hERG protect
O=C(CCN1CCN(c2ccccc2F)CC1)Nc1cccc(F)c1 | i | i | i | i | i | i | i | i | i | i | -10
O=C(CSc1nc(N2CCOCC2)nc(N2CCOCC2)n1)Nc1ccccc1F | i | i | i | i | i | i | i | i | i | i | -7
COc1ccc(F)cc1C(=O)C1CCCN(C(=O)c2ccc(C(C)=O)s2)C1 (centres undefined) | i | i | i | i | i | i | i | i | i | i | -4
O=C(Nc1ccc2c(c1)OCO2)c1cnn2c1NC(c1ccco1)CC2C(F)(F)F (centres undefined) | i | i | i | i | i | i | i | i | i | i | -9
